procasp3 activ – activators of human procaspase-3 D3A mutant, primary screen, biochemical, absorbance, PC-3 D3A mutant, single concentration | Caspase-3 (Homo sapiens), P42574 | recombinant procaspase-3 D3A, Ac-DEVD-pNA absorbance 405 nm | activation, % at 8.5 µM | hit rate 0.11% among 330,000 | AID 463141, 2010;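 active means activation above the mean of all tested compounds plus 3 SD, cut at about 21% in these data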;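 further: 0% = DMSO alone and 100% = DMSO wells spiked with extra 5 µM PC-3 D3A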
Target sequence (P42574 whole entry D9A/D28A/D175A): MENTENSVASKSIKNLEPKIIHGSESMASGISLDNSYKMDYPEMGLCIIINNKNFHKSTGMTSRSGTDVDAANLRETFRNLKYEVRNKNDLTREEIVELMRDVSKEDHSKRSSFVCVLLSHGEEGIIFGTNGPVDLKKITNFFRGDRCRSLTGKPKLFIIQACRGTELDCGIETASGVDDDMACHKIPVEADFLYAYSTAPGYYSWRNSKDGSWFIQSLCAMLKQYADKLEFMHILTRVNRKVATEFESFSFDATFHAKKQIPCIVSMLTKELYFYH
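Test system: Procaspase-3 D3A mutant, all three cleavage aspartates alanine | Dosing: Single dose, 8.5 µM nominal compound, 0.8% DMSO | Schedule: 1 h preincubation, 2 h reaction | Technique: 405 nm absorbance of p-nitroaniline, reads at 0 and 120 min | Repeats: One well per compound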
HCV core dimer – inhibitors of HCV core protein dimerization, primary screen, biochemical, TR-FRET, high-throughput. TR-FRET GST/Flag-core106 dimerization, 1536-well. inhibition, % at 5 µM. hit rate 0.33% among 300,000;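 active means inhibition above the mean of all tested compounds plus 3 SD, set per screening campaign, cut at about 45% in these data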
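Material: GST/Flag-tagged HCV core106 proteins. Incubation: 4 h, 22.5 °C incubation. Read-out basis: inhibition (%) from 671 over 617 nm ratio. Measured by: TR-FRET, excitation 340 nm, emission 617 and 671 nm.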
Fh CTSL1 inh – Fasciola hepatica cathepsin L1 inhibitors, primary screen, counter-screen for PFM18AAP inhibitor project, biochemical, QFRET, fluorogenic peptide substrate | recombinant F. hepatica cathepsin L1, Z-Leu-Arg-MCA fluorescence | inhibition, % at 5.96 µM | hit rate 0.49% among 300,000 | AID 1906, 2009;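 active means inhibition above the mean of all tested compounds plus 3 SD, set per screening campaign, cut at about 17% in these data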;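 further: 0% = plate median of test compound wells and 100% = 1 µM Z-Phe-Ala-diazomethylketone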
PP1 counter – PP1-alpha phosphatase inhibitors, primary screen, counter-screen for PP5 inhibitor project, biochemical, fluorescence, OMFP substrate, single point; purified PP1alpha; inhibition, % at 6.7 µM; hit rate 0.9% among 320,000; AID 2235, 2010;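 active means inhibition above the mean inhibition of all tested compounds plus 3 SD, computed separately for each screening campaign, cut at about 15% in these data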
JMJD2C inh – inhibitors of GASC-1 histone demethylase, primary screen, biochemical, fluorescence, DELFIA europium; Lysine-specific demethylase 4C (Homo sapiens), Q9H3R0; inhibition, % at 2.35 µM; GST-JMJD2C(1-420) H3K9me3 demethylation; hit rate 0.069% among 330,000;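 active means more than half of a compound's replicate wells show inhibition beyond 50%, single wells judged on their own value; inconclusive means some, but no more than half, of replicates pass 50% inhibition; inactive means no replicate passes 50% inhibition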;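 further: signal counts dimethyl H3K9 product captured on neutravidin plate; 0% = median of DMSO wells and 100% = 0.3 times that DMSO median; strong numbers were not always called active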
proCasp7 act – procaspase-7 activators, primary screen, counter-screen for procaspase-3 activator project, biochemical, absorbance, HTS, human | Caspase-7 (Homo sapiens), P55210 | recombinant procaspase-7, Ac-DEVD-pNA absorbance 405 nm; D23A/D198A/D206A triple mutant, cannot self-cleave; scale: DMSO 0, 5 µM enzyme 100 | activation, % at 8.5 µM | hit rate 0.093% among 330,000 | AID 463210, 2010;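 active means percent activation above the screen-wide mean plus 3 SD, cut at about 25% in these data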
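Test system: Procaspase-7 triple mutant (PC-7 D3A). Also added: Ac-DEVD-pNA substrate, 400 µM as added. Schedule: 1 h enzyme–compound preincubation and 2 h substrate reaction, both 25 °C. Signal: p-Nitroaniline absorbance at 405 nm, read at 0 and 120 min. Control set: low DMSO alone, high DMSO plus 5 µM PC-7.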
VLA-4 inh – inhibition in human VLA-4 binding assay, primary screen, VLA-4 allosteric modulator project, MLPCN library, flow cytometry, VLA-4 expressing cells. ligand binding flow cytometry. inhibition, % (about 7 µM as worked out from the volumes in the protocol). hit rate 0.2% among 330,000; in the data active means inhibition above about 50%
PP5 inh – PP5 phosphatase inhibitors, primary screen, biochemical, fluorescence; purified PP5c, OMFP substrate fluorescence; inhibition, % at 6.7 µM; hit rate 0.18% among 320,000; AID 1987, 2009;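 active means inhibition above the campaign's mean inhibition across all tested compounds plus 3 SD, cut at about 9.5% in these data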;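 further: 0% = DMSO only and 100% = 100 µM cantharidin control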
GRK2 inh – compounds blocking aptamer binding on GRK2 – biochemical, human GRK2, bead flow cytometry, HTS, primary screen. hit rate 0.59% among 330,000. inhibition of aptamer binding, % at 10 µM. FAM-aptamer displacement from GRK2. Beta-adrenergic receptor kinase 1 (Homo sapiens), P25098;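 active means inhibition of aptamer binding above 40%, roughly 3 SD of noise, on plates passing a quality check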;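 further: median bead fluorescence of bound FAM aptamer so fluorescent compounds give negative values; no value below 0 was filed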
Target sequence (P25098 whole entry, looked up): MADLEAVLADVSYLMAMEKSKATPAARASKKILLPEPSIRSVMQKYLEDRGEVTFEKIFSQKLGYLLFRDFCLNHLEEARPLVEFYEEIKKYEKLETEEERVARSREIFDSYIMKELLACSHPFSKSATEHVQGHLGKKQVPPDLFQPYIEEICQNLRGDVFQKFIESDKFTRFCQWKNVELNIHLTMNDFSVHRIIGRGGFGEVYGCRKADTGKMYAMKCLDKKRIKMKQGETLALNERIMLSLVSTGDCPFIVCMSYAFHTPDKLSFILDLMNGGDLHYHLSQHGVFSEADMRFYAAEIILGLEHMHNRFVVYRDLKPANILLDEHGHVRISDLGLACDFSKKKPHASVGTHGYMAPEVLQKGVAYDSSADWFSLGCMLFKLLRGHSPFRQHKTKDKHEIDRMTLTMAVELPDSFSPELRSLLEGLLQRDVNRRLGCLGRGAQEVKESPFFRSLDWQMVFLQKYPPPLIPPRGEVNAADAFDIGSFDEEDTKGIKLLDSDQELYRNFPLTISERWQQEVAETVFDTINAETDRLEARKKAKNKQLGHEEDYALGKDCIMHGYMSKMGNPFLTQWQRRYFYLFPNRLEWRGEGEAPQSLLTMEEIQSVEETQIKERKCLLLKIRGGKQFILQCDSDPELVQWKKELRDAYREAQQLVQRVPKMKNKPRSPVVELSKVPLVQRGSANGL
Starred values were filed as active, the others as inactive; ? = inconclusive; . = no result given; & = joins results of further samples. Outcome played no part in choosing rows. Share with any hit: about 2.6%.

Each structure is followed by: Fh CTSL1 inh	GRK2 inh	PP1 counter	procasp3 activ	PP5 inh	VLA-4 inh	JMJD2C inh	proCasp7 act	HCV core dimer
> CCN(CC1COc2ccccc2O1)S(=O)(=O)c1ccc(C)cc1 (configuration not stated)
  1	11	-3	1	0.8	3	6	0	5
> O=S(=O)(Nc1ccc(N2CCOCC2)cc1)c1ccc(F)cc1F
  -2	0	-1	1	-1.5	10	0	-5	-1
> CCN(CC)c1ccc2ccc(=O)oc2c1
  3	0	0	-3	1.2	-5	4	6	-6
> CC(c1ccco1)N(C(=O)c1ccccc1NS(=O)(=O)c1cccc([N+](=O)[O-])c1)c1ccccn1 (configuration not stated)
  2	0	-3	3	1.3	-9	-11	-5	10
> CN1CCN(C2=C(NS(=O)(=O)c3cccs3)C(=O)c3ccccc3C2=O)CC1
  -4	1	-7	3	1.5	9	-5	2	-19
> COc1cccc2cc(C(=O)C3=C(O)C(=O)N(CCN(C)C)C3c3ccc(F)cc3)oc12 (configuration not stated)
  0	0	3	-2	-1.6	5	5	-7	0
> CCOC(=O)N1CCN(Cc2nc3cc(NC(C)=O)ccc3n2C)CC1
  1	0	-3	2	-0.2	3	-9	12	-3
> FC(F)(F)c1cc(-c2ccccc2)nc(N2CCOCC2)n1
  2	0	-3	1	1.8	-4	-9	3	1
> O=C(CSc1nncn1-c1ccccc1)Nc1ccccc1
  -3	0	0	-2	0.5	6	-7	-3	2
> COc1ccc(CN2CCN(Cc3cc4ccccc4o3)CC2CCO)cc1C (configuration not stated)
  2	0	-1	4	0.3	-4	5	0	-5
> Cc1ccc2nc(N3CCOCC3)c(C=O)c(=O)n2c1
  -6	0	-2	-2	-1.2	7	3	-2	-3
> O=C(NCc1cccs1)c1cnc2ccccn2c1=O
  1	0	2	5	-0.6	-7	-3	-7	0
> Cc1cc(C(=O)COC(=O)CC2Sc3ccccc3NC2=O)c(C)n1-c1cccc(C(F)(F)F)c1 (configuration not stated)
  -72	3	12	-2	9.2	8	-2	-13	33
> C#CCOCCOCCOCCNc1nc(N2CCN(C(=O)[C@H](CO)n3cc([C@@H](N)C(C)C)nn3)CC2)nc(N2CCN(C(=O)[C@H](CCC(=O)O)n3cc([C@@H](N)CCCCN)nn3)CC2)n1
  .	0	.	2	.	38	3	8	.
> CC(=O)c1ccccc1NS(C)(=O)=O
  0	0	-6	1	1.2	7	-1	-3	-4
> O=S(=O)(N/N=C/c1ccc2c(c1)OCCO2)c1ccccc1
  2	4	-1	0	2.3	9	-1	1	-4
> O=C(CSc1ccccc1C(=O)O)c1ccc([N+](=O)[O-])cc1
  -2	0	-1	-2	0.9	8	6	-9	-11
> CCCCCC1CC(CC(=O)O)C(=O)O1 (configuration not stated)
  3	0	-2	0	0.3	2	-1	1	-5
> Cc1cc(C)cc(NC(=O)C2CCCN(c3ncccn3)C2)c1 (configuration not stated)
  4	0	-3	2	-0.2	-1	-15	7	8
> COc1ccc(CCNC(=O)/C(C#N)=C/c2ccc(OCC(=O)NCC3CCCO3)cc2)cc1OC (configuration not stated)
  1	0	0	-1	3.0	-6	-1	3	0
> CC(C)C[C@H](NC(=O)c1[nH]cnc1C(=O)N[C@H](C)c1ccccc1)C(=O)OC(C)(C)C
  4	3	11	2	10*	0	14	-12	5
> O=S(=O)(NC1CC1)c1ccccc1
  1	0	-2	5	-0.9	8	2	-2	5
> CCOC(=O)c1sc(NN=C(C(=O)OC)C(=O)OC)c(C(=O)OCC)c1C
  -2	2	2	7	2.4	-8	-9	2	2
> O=C(COc1ccc(Cl)cc1)Nc1ccc2c(c1)OCO2
  1	2	2	-7	-0.1	14	2	1	8
> COc1ccc(NC(=O)Cn2nc(C)c([N+](=O)[O-])c2C)cn1
  -2	0	-1	7	-1.7	1	1	6	-3
> CCN1CCCC1CNCc1cccc(OC)c1OCc1ccccc1 (configuration not stated)
  -1	4	-2	1	0.8	-1	2	-6	-3
> Cc1ccc(C(=O)CSc2ccccc2C(=O)O)cc1
  -3	7	-1	3	1.3	3	5	-12	-4
> CCCCC(=O)NC1(C(F)(F)F)C(=O)Nc2c1c(=O)n(C)c(=O)n2C (configuration not stated)
  -5	1	-3	4	1.2	14	-7	-1	-7
> Cc1cc(C)n2nc(SCc3cccc(F)c3)nc2n1
  0	2	-2	3	1.0	7	1	-3	-3
> Cc1ccc(NC(=O)c2oc3ccc(S(=O)(=O)N4CCC5(CC4)OCCO5)cc3c2C)cc1C
  3	9	1	0	2.0	10	-5	7	5
> C[C@H](CO)N1C[C@H](C)[C@@H](CN(C)S(=O)(=O)c2ccc(F)cc2)Oc2ccc(NC(=O)CCN3CCOCC3)cc2C1=O
  .	0	.	2	.	-1	.	-11	.
> O=C(C[C@@H]1C/C=C\C[C@H](Cc2ccc(F)cc2)C(=O)OC[C@H]2CCCN2C1=O)NCCO
  .	2	.	4	.	37	.	-3	.
> CC(=O)c1ccc(N2CCN(C(=O)C3CCN(S(=O)(=O)Cc4ccccc4)CC3)CC2)cc1
  -2	0	2	5	0.7	0	-23&6	8	-36
> CC(=O)N(CCc1ccccc1)Cc1cc2cc(C)ccc2[nH]c1=O
  2	1	-1	8	4.0	6	5	4	-4
> NC(=O)C1(N2CCCCC2)CCN(C(=O)CCCn2c(=O)[nH]c3ccsc3c2=O)CC1
  -1	1	-1	-6	-1.3	3	.	11	-7
> CC(C)NC(=S)Nc1c(N)[nH]c(=O)[nH]c1=O
  -2	1	-3	-1	1.9	-1	?	6	2
> COc1ccc(C(=O)Nc2nc(C)cc(C)n2)cc1[N+](=O)[O-]
  1	0	-2	-1	2.6	.	-3	5	-8
> CC(C)NC(=O)CSCc1c(Cl)cccc1Cl
  0	2	-3	4	0.7	0	1	5	-1
> CC(=O)c1cccc(NC(=O)C(C)OC(=O)c2cccc(S(=O)(=O)N3CCN(C)CC3)c2)c1 (configuration not stated)
  .	4	-2	6	-0.2	10	-1	1	.
> CC(C)NC(=O)CN1C(=O)C(C)(C)Oc2ccc(C(=O)NC3CCCCC3)cc21
  -1	1	-1	1	0.8	-15	-22	2	0
> Cc1ccc(NC(=O)C2CC(=O)N/C(=N/N=C/c3ccco3)S2)cc1C (configuration not stated)
  8	3	11	8	3.8	10	3	3	-5
> Cc1ccc(S(=O)(=O)N(C)c2ccc(OCC(=O)N3CCCC(C(F)(F)F)C3)cc2)cc1 (configuration not stated)
  -2	0	-4	-4	1.3	12	2	-2	4
> CCN(CC)S(=O)(=O)c1ccc(NS(=O)(=O)CC23CCC(CC2=O)C3(C)C)cc1 (configuration not stated)
  2	0	-1	3	0.5	3	0	5	-4
> COCCn1c(SCC(=O)NC2CC2)nnc1-c1ccco1
  11	2	-4	-13	-2.6	-6	-1	-7	-12
> CCCc1cc(=O)[nH]c(SCC(=O)Nc2ccc(OC)c(S(=O)(=O)N3CCCCC3)c2)n1
  .	5	.	-4	.	20	-2	8	.
> Cc1ccc(S(C)(=O)=O)cc1C(=O)N1CC(C(N)=O)Oc2ccccc21 (configuration not stated)
  0	2	-1	3	-1.1	6	10	4	7
> O=C(NN=C1CCCCC1)NC1CCCCC1
  5	0	0	1	2.4	-9	0	3	-9
> COc1ccccc1NC(=O)C1=C(C)Nc2nc(CCCO)nn2C1c1cccnc1 (configuration not stated)
  2	4	0	2	0.6	-3	-5&-4	3	-11
> CN(C)C(=S)NC(=O)C12CC3(C)CC(C)(CC(C)(C3)C1)C2
  1	1	3	3	-2.8	13	-6	4	5
> CCc1nn(CCCC(=O)NCc2ccccc2C)c(=O)c2cc3occc3n12
  -3	0	0	-9	0.1	-5	5	-8	-7
> CC1CN(S(=O)(=O)c2cccc(-c3cn4ccccc4n3)c2)CC(C)O1 (configuration not stated)
  -1	3	-3	6	-0.9	11	4	2	3
> CC(C)c1ccc(OCC(=O)N(c2ccccn2)C2CCCCC2)cc1
  4	0	-1	5	-0.3	0	-6	9	10
> Cc1c(O)ccc(/C=N/Nc2ncccc2[N+](=O)[O-])c1O
  2	0	3	-5	3.1	2	-7	2	-24
> COc1cc(Cl)c(C)cc1NC(=O)CSc1sc2c(O)cc(=O)[nH]c2c1C#N
  3	33	9	-4	2.5	-1	6	-13	-26
> Cc1cc(C)c(C)c(C(=O)c2ccccc2C(=O)O)c1C
  -1	0	-1	0	-2.2	10	1	3	4
> COc1ccc(-n2nnnc2S(=O)(=O)CC(=O)N2CCCCC2)cc1
  0	0	1	-2	0.7	-1	.	-7	4
> Cc1cc(NC(=O)CSc2nnc(-c3ccc(S(=O)(=O)N4CCCC4)cc3)n2C)no1
  -1	2	-1	3	0.8	4	?	4	-9
> CCCNC(=O)N1C2=NC(C(=O)OC)=C(C(=O)OC)[C@@H]3N(Cc4ccccc4)c4ccccc4[C@]23C[C@H]1CO
  -3	0	-4	-2	2.3	31	8	-10	11
> O=S(=O)(NCc1cc(-c2ccccc2)no1)c1ccccc1Cl
  1	0	-3	-1	-0.1	-4	30	-1	0
> COc1ccc(S(=O)(=O)NCc2cc(=O)n(C)c(=O)n2C)cc1F
  -1	0	-3	3	0.3	17	?	-9	-4

Following part.
Each structure is followed by: Fh CTSL1 inh	GRK2 inh	PP1 counter	procasp3 activ	PP5 inh	VLA-4 inh	JMJD2C inh	proCasp7 act	HCV core dimer
> CC(C)COc1cccc(C(=O)N(CC(=O)Nc2ccccc2C(F)(F)F)Cc2ccco2)c1
  .	4	5	3	6.0	0	1	-2	.
> O=C(CN1C(=O)/C(=C/c2cccc(Br)c2)SC1=S)Nc1cccnc1
  -1	1	-2	-3	2.3	3	1	-18	12
> CCn1c(SCC(=O)C(C)(C)C)nnc1-c1ccccc1OC
  -1	0	0	7	-1.9	-1	3	-1	8
> CCCOc1ccc(N2C(=O)CC(N(CCc3ccc(OC)cc3)C(=O)c3ccccc3)C2=O)cc1 (configuration not stated)
  4	3	-4	0	5.7	23	-41	7	5
> COc1ccc(CCN2C(=O)C3C4CCC(C4=C(C)C)C3C2=O)cc1OC (configuration not stated)
  -4	0	0	6	3.7	14	-6	2	0
